# All columns: NCI-60 one-dose screen, growth in % after 48 h at 10 µM unless noted; 100 = growth as untreated, 0 = no growth, -100 = all killed.
# SK-MEL-2: SK-MEL-2 melanoma | hit rate 4.7% among 77,000 | AID 1794763
# MDA-MB-231: MDA-MB-231 breast cancer; AID 1794789; hit rate 5% among 81,000
# MALME-3M: MALME-3M melanoma. hit rate 5.8% among 78,000
# HS 578T: HS 578T breast cancer. hit rate 4.1% among 78,000
# BT-549: BT-549 breast cancer; hit rate 4.4% among 78,000
# T-47D: T-47D breast cancer; hit rate 5% among 79,000; AID 1794792
# MCF7: MCF7 breast cancer. hit rate 6.3% among 82,000. AID 1794796
# LOX IMVI: LOX IMVI melanoma; hit rate 7.4% among 79,000
# Starred values were filed as active, the others as inactive; nt = no result given; & = joins results of further samples. Rule for the calls: active = growth percent below 10; inactive = the rest.
SMILES,SK-MEL-2,MDA-MB-231,MALME-3M,HS 578T,BT-549,T-47D,MCF7,LOX IMVI
CCc1ccc(C2=NN(c3ccc(S(N)(=O)=O)cc3)C(c3ccc(OC)c(OC)c3)C2)cc1 (stereo unspecified),101.9,89.0,95.1,92.0,86.7,96.6,84.4,97.3
COc1ccc(/C=C/C(=O)c2ccc(OC)c(S(N)(=O)=O)c2)cc1,85.3,83.1,96.4,93.0,66.5,84.4,65.7,70.3
CC(=O)OC[C@H]1OC(Sc2sc(C(=O)c3ccc(Br)cc3)c(N)c2-c2nc3ccccc3s2)[C@@H](OC(C)=O)[C@H]1OC(C)=O (stereo partly specified),101.0,83.2,104.0,91.2,102.7,86.4,96.5,98.6
COc1ccc(-n2ncn(CCn3cnn(-c4ccc(OC)cc4)c3=O)c2=O)cc1,118.7,98.8,85.6,89.6,89.8,nt,96.6,97.5
OCC1OC(n2ccc3c(SCc4ccccc4)ncnc32)C(O)C1O (stereo unspecified),99.6&102.6,87.4&77.6,113.6&119.7,108.0&96.5,92.0&98.0,85.8&83.6,74.0&66.4,84.2&90.1
O=c1cnn(C2OC(COP(=O)(O)O)C(O)C2O)c(=O)[nH]1 (stereo unspecified),99.7,72.3,87.7,115.4,88.9,90.1,52.5,31.8
COc1cc(-c2nc(SCCC(C)C)nc(Nc3ccc(S(N)(=O)=O)cc3)c2C#N)cc(OC)c1OC,51.4,25.1,19.1,40.5,27.6,nt,16.9,5.6*
CCc1cc2c(cc1C(C)=O)C(C)(C)C(C)C2(C)C (stereo unspecified),92.9,96.7,92.4,111.7,110.4,94.9,102.6,95.8
Cc1ccc(N2C(=O)/C(=C3\SC(=S)N(c4ccc(C)c(C)c4)C3=O)SC2=S)cc1C,105.7,106.7,101.4,98.9,116.4,98.1,93.4,99.1
CCOC(=O)c1ccc(N2C(=O)CC(N3C(=O)/C(=C/c4cccnc4)SC3=S)C2=O)cc1 (stereo unspecified),101.1,102.2,99.3,98.9,110.4,114.7,95.6,99.0
CC(=O)Oc1ccc(Cl)cc1Cc1cc(Cl)cc(Cc2cc(Cl)ccc2OC(C)=O)c1OC(C)=O,104.0,61.8,122.9,96.1,90.6,97.8,95.5,90.6
Cc1ccc(S(=O)(=O)Nc2nnc(C(C)C)s2)cc1,100.5,108.8,92.1,101.0,109.3,94.7,95.2,97.0
O=C1Nc2ccccc2SC1C1SC(=S)N(Cc2ccccc2)C1=O (stereo unspecified),nt,94.8,53.7,27.0,42.4,24.1,17.8,86.2
NC(=O)CC(NC(=O)c1ccccc1)C(=O)O (stereo unspecified),97.6,98.6,nt,115.0,104.2,105.6,86.7,108.4
CC(C)c1ccc(C2OCC(C)(C)C(C(C)C)O2)cc1 (stereo unspecified),105.0,101.2,105.1,108.9,100.8,106.7,96.6,100.6
O=Nc1c(-c2ccccc2)[nH]oc1=O,100.4,108.0,112.0,98.0,109.7,89.0,103.0,100.0
COc1ccc(-c2nc3ccc(-c4nc5ccc(N6CCN(c7ccc(N)cc7)CC6)cc5[nH]4)cc3[nH]2)cc1OC,73.0,117.1,17.8,61.1,84.5,75.0,13.2,60.6
NS(=O)(=O)c1ccc(-n2cc(-c3cccc(NC(=O)c4cc(Cl)cc(Cl)c4)c3)nn2)cc1,96.7,54.1,77.6,89.2,nt,48.0,37.1,2.5*
Nc1cc(Cl)ccc1-c1nnc2n1N=C(c1ccccc1)CS2,nt,95.8,96.9,113.1,109.4,83.8,77.4,79.7
O=[N+]([O-])c1cccc(N2COc3c(ccc4ccccc34)C2)c1,118.4,103.2,107.0,95.6,95.5,89.0,95.0,90.7
c1ccc(C2OCCN2c2ccccc2)cc1 (stereo unspecified),133.2&107.0,96.1&90.6,97.8,108.0&97.4,116.5,99.2&103.9,93.2&94.0,100.6
COc1ccc(-c2nocc2-c2cnn(C)c2)cc1,109.5,109.7,109.9,107.1,104.4,103.7,89.1,97.5
COc1ccc(OC)c(-c2nc(SCC(=O)c3ccc(C#N)cc3)[nH]c(=O)c2C#N)c1,103.6,101.3,97.8,102.4,99.4,117.3,100.0,94.7
Oc1cccnc1CN1CCCC1,107.7,104.6,107.0,104.2,nt,95.2,93.9,96.6
CN(C)c1nc(-c2ccccc2)c(/C=C2\SC(=S)N(CCCC(=O)O)C2=O)s1,108.7,94.7,102.3,99.2,91.7,82.9,89.5,88.7

# The final six entries of the section above come first, to join the parts:
SMILES,SK-MEL-2,MDA-MB-231,MALME-3M,HS 578T,BT-549,T-47D,MCF7,LOX IMVI
O=[N+]([O-])c1cccc(N2COc3c(ccc4ccccc34)C2)c1,118.4,103.2,107.0,95.6,95.5,89.0,95.0,90.7
c1ccc(C2OCCN2c2ccccc2)cc1 (stereo unspecified),133.2&107.0,96.1&90.6,97.8,108.0&97.4,116.5,99.2&103.9,93.2&94.0,100.6
COc1ccc(-c2nocc2-c2cnn(C)c2)cc1,109.5,109.7,109.9,107.1,104.4,103.7,89.1,97.5
COc1ccc(OC)c(-c2nc(SCC(=O)c3ccc(C#N)cc3)[nH]c(=O)c2C#N)c1,103.6,101.3,97.8,102.4,99.4,117.3,100.0,94.7
Oc1cccnc1CN1CCCC1,107.7,104.6,107.0,104.2,nt,95.2,93.9,96.6
CN(C)c1nc(-c2ccccc2)c(/C=C2\SC(=S)N(CCCC(=O)O)C2=O)s1,108.7,94.7,102.3,99.2,91.7,82.9,89.5,88.7
S=c1nc(-c2ccccc2)c(-c2ccccc2)n[nH]1,86.4,94.3,92.3,103.3,124.2,108.6,98.7,93.1
COc1ccc(N2C(=O)c3ccccc3[C@@H](C(=O)O)[C@@H]2c2ccccc2)cc1,102.4,93.3,89.1,103.0,92.6,95.1,98.1,97.1
O=c1oc2c(cnc3ccccc32)cc1Sc1ccc(Cl)cc1,109.2,107.3,107.7,97.7,101.3,89.7,97.8,98.5
O=C1c2ccccc2-c2c1c1ncccc1c(=O)n2CCCn1ccnc1,116.7,88.5,124.4,90.5,92.1,67.2,36.8,64.4
O=c1oc2ccc(Br)cc2c(=O)n1-c1ccc(Cl)cc1F,-19.6*,-22.6*,-30.6*,-5.2*,nt,-1.1*,3.7*,8.9*
C=C(C)[C@@H]1CC[C@]2(C(=O)OC(=O)[C@]34CC[C@@H](C(=C)C)[C@@H]3[C@H]3CC[C@@H]5[C@@]6(C)CCC(=O)NC(C)(C)[C@@H]6CC[C@@]5(C)[C@]3(C)CC4)CC[C@]3(C)[C@H](CC[C@@H]4[C@@]5(C)CCC(=O)NC(C)(C)[C@@H]5CC[C@]43C)[C@@H]12,96.4,101.9,100.3,96.9,103.2,99.2,98.4,101.3
Fc1cccc(-n2ncc3c(Nc4ccc(-c5nnc(Nc6ccc(Cl)cc6)s5)cc4)ncnc32)c1,114.4,100.7,99.9,95.0,101.3,95.5,97.8,96.2
CSCC[C@@H]1C(=O)N(C)[C@H](C(C)(C)C)N1C(=O)c1ccccc1,106.0,111.2,nt,111.0,107.2,104.1,101.0,95.4
CC(NC(=O)CCSCC1NC(=O)C2C(N1)SC1CCCC12)C1CNN(C)C1C (stereo unspecified),102.2,102.2,98.4,86.0,83.4,93.8,96.7,96.2
CC(C)(C)c1ccc(OCC(=O)O)cc1,103.2,114.3,105.3,104.7,93.7,96.9,100.8,103.9
O=C(O)CCCCCSc1nc(-c2ccccc2)cc(-c2ccccc2)n1,98.7,119.9,106.4,104.2,nt,94.3,97.9,100.0
COc1ccc(C(=O)/C=C/c2ccccc2Cl)cc1,103.9,100.1,89.8,104.9,84.9,82.0,44.7,60.5
O=C(Nc1ccc(C23CC4CC(CC(c5ccccc5)(C4)C2)C3)cc1)c1cccs1,75.6,87.5,84.5,92.7,68.9,49.2,67.3,76.5
N#CSCC1CC(O)(c2ccccc2)C(c2ccccc2)C(c2ccc(Cl)cc2)O1 (stereo unspecified),-42.7*,-52.2*,-80.8*,-32.3*,-57.8*,-35.3*,-51.5*,-97.4*
O=C(NCCCNc1cc(-c2cn(-c3ccccc3)nc2-c2cccc(O)c2)ccn1)c1ccccc1,26.8,-6.6*,-5.9*,-6.4*,10.3,-13.8*,23.0,17.3
N#Cc1ccc(CCc2ccccc2)[nH]c1=O,124.6,108.6,116.4,118.6,116.6,108.2,99.1,102.2
Cc1nn(C)c2ncnc(Nc3ccccc3Br)c12,100.2,85.2,110.9,101.3,107.9,94.8,95.6,100.6
CCOC(=O)C/C(=N\Nc1cc(=O)[nH]c2cc(C)ccc12)C(=O)OCC,108.2,94.9,118.6,94.1,95.0,102.8,94.2,88.9
CC(=O)Oc1ccc2c(c1)C(=O)CCCCCC(=O)O2,95.5,115.9,95.9,102.9,99.7,100.4,106.5,111.4
COc1cc(C(=O)OCCCN2CCCN(CCCOC(=O)c3cc(OC)c(OC)c(OC)c3)CC2)cc(OC)c1OC,90.8,73.3,86.1,62.6,64.6,83.8,60.3,nt
CCOC(=O)[C@H](Cc1ccccc1)Nc1nc(N)nc(N(C)C2CCCCC2)c1C=O,104.1,79.9,nt,111.6,93.6,97.1,105.2,96.7
Cc1nc2c(n1C)CN(C(=O)Nc1nc(-c3ccc(F)cc3)ccc1N)C2,93.0,92.2,86.3,103.6,91.0,80.5,87.5,100.5
CCOC(=O)CC1CSC(N/N=C/c2ccccc2)=N1 (stereo unspecified),104.9,122.9,99.5,94.0,109.8,95.5,99.5,100.4
CC(C)CNC(=O)C(C)O (stereo unspecified),109.8,121.8,107.7,108.8,103.8,109.2,95.4,108.4
O=C(Nc1cc(C2=NCCN2)cc(C2=NCCN2)c1)Nc1cc(C2=NCCN2)cc(C2=NCCN2)c1,110.2,101.0,76.9,102.0,122.2,97.2,90.4,107.1
# Other results.
SMILES,SK-MEL-2,MDA-MB-231,MALME-3M,HS 578T,BT-549,T-47D,MCF7,LOX IMVI
CCn1ccnc1C(=O)/C=C/c1ccc(CC(=O)Nc2ccc(F)cc2)cc1,97.8,25.9,92.4,52.5,4.6*,24.5,25.2,13.9
c1ccc(C(c2ccccc2)c2nn3c(-c4cccnc4)nnc3s2)cc1,nt,78.9,56.2,86.7,82.5,67.6,53.2,80.5
COc1ccc(-c2cc3ncnc(Sc4nnc(-c5ccccc5)o4)c3s2)cc1,77.0,101.7,89.9,97.9,79.8,76.6,92.8,68.0
CC(C)CCc1nc2ccc(NCc3ccc(OCCN4CCCCCC4)cc3)cc2[nH]1,109.7,57.2,60.0,81.6,77.2,87.5,70.1,70.1
CN1C(=O)C(Nc2ccc(C(=O)Nc3ccccc3)cc2)=C(c2ccccc2)C1=O,95.6,93.8,72.6,102.4,94.0,75.2,78.6,89.2
Cc1nn(-c2ccc(Cl)cc2)c2nc3c(nc12)C(=O)C(=O)c1ccccc1-3,99.1,40.4,36.8,61.3,92.1,67.6,49.7,62.6
O=c1c2c(c3ccccc3n1-c1ccccc1)Nc1ncnn1C2c1ccc(Cl)cc1 (stereo unspecified),nt,93.5,127.7,161.8,nt,80.6,80.5,92.3
COc1ccc2[nH]cc(/C=C3/C(=O)Nc4cc(Cl)ccc43)c2c1,90.7,89.5,123.7,81.5,101.9,83.3,66.0,67.4
COc1ccc(-c2n[nH]nc2-c2cc(OC)c(OC)c(OC)c2)cc1,21.2,14.8,37.3,12.2,13.6,21.9,19.7,9.5*
CC(=O)NC1=CN2CC=CCC2CC1=O (stereo unspecified),97.8,102.4,98.9,103.8,91.8,79.4,96.1,101.8
NCC(=O)NCC(=O)NC(Cc1ccccc1)C(=O)O (stereo unspecified),105.8,111.5,108.4,116.7,119.9,102.4,98.6,108.3
CC(=O)OC(c1cc2c(cc1Br)OCO2)C(C)Br (stereo unspecified),96.8,96.4,98.7,86.9,95.5,91.8,91.8,94.6
CC(=O)c1c2ccccc2c(Sc2ccccc2)n1C,103.5,90.8,86.0,78.2,88.5,80.8,92.6,81.8
Fc1ccccc1NC(c1ccc(OC(F)F)c(OCC2CC2)c1)c1nnnn1C1CCCCC1 (stereo unspecified),106.2,86.6,116.3,93.1,105.4,85.1,82.1,94.6
Cc1cc(C#Cc2ccccc2)ccc1-n1c(/C=C/c2ccc3ccccc3c2)nc2ccccc2c1=O,82.6,86.4,nt,124.9,109.5,70.0,76.6,87.0
CCOC(=O)C1=C(C)N=C2SC=C(c3ccc(F)cc3)N2[C@H]1c1cn[nH]c1-c1ccccc1,102.1,88.0,95.7,94.3,93.5,90.8,90.1,95.2
CC(=O)Nc1nc(C)c(C(=O)N/N=C/c2ccc(Cl)cc2)s1,38.6,108.5,106.4,83.5,118.3,77.7,87.3,99.2
CCCCOc1nc2c(C)cccc2cc1C(c1cn(CCCC)c2ccccc12)c1cn(CCCC)c2ccccc12,104.6,101.5,104.9,103.7,110.3,104.8,90.0,101.1
CC(=O)Oc1ccccc1C(=O)Nc1ccc(C(=O)/C=C/c2cccs2)cc1,121.9,113.2,103.8,119.7,99.2,100.1,93.0,100.3
CN=C(N)N/N=C(\c1ccccc1)c1ccc(Br)cc1,nt,-9.4*,25.9,18.4,21.5,39.3,4.8*,0.4*
COc1cc(CO)c(OC)c2c1OCO2,123.1,108.7,105.7,105.9,98.0,104.8,89.4,94.2
OCC(O)C1OC(c2ccccc2)OC(CO)C1O (stereo unspecified),112.4,107.7,102.0,nt,105.6,93.4,98.3,109.8
COc1ccc(/C=C/C(=O)c2ccc(NC(=O)CSc3nnc(-c4ccc(-c5nc6ccccc6[nH]5)cc4)o3)cc2)cc1OC,99.7,106.3,85.4,98.3,98.1,98.3,94.6,92.8
CCOC(=O)CC(C#N)c1ccc([N+](=O)[O-])cc1 (stereo unspecified),111.0,107.0,107.0,106.8,nt,113.6,104.0,101.5
CC(COc1ccccc1)OC(=O)Nc1ccccc1 (stereo unspecified),128.1,93.1,109.9,103.7,111.7,90.1,84.7,85.5

# Screens from PubChem BioAssay.
